KB-3-1 tox = kills parental KB-3-1 adenocarcinoma cells; KB-3-1 viability, CellTiter-Glo ATP luminescence, 72 h; Potency, µM (highest dose often 46.1 µM), for inactives: at the highest dose activity change, negative = cytotoxic, actives largely listed as cytotoxic; 400,000 compounds, 1.4% hits; AID 1347075; further: potency means the concentration at half of the fitted maximal effect; on the % scale 0 is the no-effect control and ±100 the full control effect; nearly all actives have a fitted effect of over 60% in size
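Screening of KB-3-1 cells (DMEM, 10% FBS, phenol-red free) ran from lowest to highest compound concentration; after 72 h at 37 °C viability was read luminescently and curves fitted.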
HT1080NT lethal = kills 2HG-producing HT-1080-NT fibrosarcoma cells; HT-1080-NT fibrosarcoma viability, CellTiter-Glo ATP luminescence, 48 h; Potency, µM (doses to about 46.1 µM), for the others: at the top dose activity, negative = less viability, usual class: cytotoxic; 360,000 compounds, 1.6% hits;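 further: NT is the 2HG producing partner of a matched IDH1 knockdown line; potency means the concentration at half of the fitted maximal effect; 0% = DMSO-treated cells and -100% = media-only wells without cells; nearly all actives have a fitted effect of over 55% in size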
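HT-1080-NT; 750 cells/well; 5% FBS RPMI; 48 h compound, 37 degrees C; CellTiter-Glo luminescence; curve fitting and curve-class assignment.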
HT1080 IDH1KD tx = toxicity to HT-1080 IDH1 knockdown cells (counter line). HT-1080 IDH1 knockdown viability, ATP luminescence, 48 h. Potency, µM (titrated, usually from 46.1 µM), for inactives: at the highest dose activity, negative = toxicity, hits mostly cytotoxic. 360,000 compounds, 2% hits. AID 686971;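 further: potency means the concentration at half of the fitted maximal effect; 0% = DMSO wells and -100% = cell-free medium wells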
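CellTiter-Glo luminescence after 48 h compound exposure at 37 degrees C of IDH1-knockdown HT-1080 cells in 5% FBS RPMI. %Activity scaled between DMSO wells and cell-free media wells, with curves fitted and assigned curve classes.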
IL-1B inflam inh = inhibitors of inflammasome signaling (IL-1 beta secretion); 360,000 compounds, 4.7% hits; activity change, % at 57.5 µM; THP-1 LPS/ATP IL-1B secretion, AlphaLISA, 16 h; stronger effect = lower value; in the data active means activity change below about -50%; inconclusive means mostly about -30% to -49%; further: on the % scale 0 is the no-effect control and ±100 the full control effect
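THP-1 cells pretreated 1 hr with compounds (up to 57.5 uM final), then stimulated with LPS (250 ng/mL final) plus ATP (1.25 mM final); secreted IL-1B measured by AlphaLISA after 16 hr, decreased signal indicating inhibition.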
ATXN2 expr inh = ATXN2 expression inhibition; HEK-293 ATXN2-luciferase reporter, luminescence, 24 h; Potency, µM (top dose mostly 57 µM), inactives show top-dose activity change, negative = inhibition, hits mostly inhibitors; 360,000 compounds, 0.72% hits; AID 1745845; further: potency means the concentration at half of the fitted maximal effect; on the % scale 0 is the no-effect control and ±100 the full control effect; nearly all actives have a fitted effect of over 55% in size
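qHTS (up to 57 uM final) was run with 24 h compound exposure of reporter cells at 37 °C. Each well was multiplexed: SteadyGlo luminescence measured ATXN2-luciferase expression after a fluorogenic Gly-Phe-AFC viability readout (25 uM final).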
SW480 rereplic = inducers of DNA re-replication in SW480 colon cancer cells | 340,000 compounds, 1.8% hits | SW480 DNA re-replication, Hoechst DNA content imaging, 48 h | Potency, µM (series often up to 46.1 µM), for the others: at the top dose re-replication activation, usual class: activators | AID 624297; further: potency means the concentration at half of the fitted maximal effect; % of control where 0% means no effect; nearly all actives have a fitted effect of over 55% in size
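Readout is total intensity of Hoechst-stained nuclei, excited at 405 nm and collected at 500-530 nm. Compound treatment lasted 48 hr at 37 C in 5% CO2 before staining.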
WRN inhibitor = WRN helicase (human) inhibition | AID 651768 | Q14191 | Potency, µM (doses to about 114 µM), for inactives: at the highest dose activity change, negative = inhibition, hits mostly inhibitors | 360,000 compounds, 0.46% hits | WRN helicase unwinding, fluorescent forked duplex, kinetic; further: potency means the concentration at half of the fitted maximal effect; on the % scale 0 is the no-effect control and ±100 the full control effect; nearly all actives have a fitted effect of over 55% in size
Target sequence (Q14191 whole entry, looked up): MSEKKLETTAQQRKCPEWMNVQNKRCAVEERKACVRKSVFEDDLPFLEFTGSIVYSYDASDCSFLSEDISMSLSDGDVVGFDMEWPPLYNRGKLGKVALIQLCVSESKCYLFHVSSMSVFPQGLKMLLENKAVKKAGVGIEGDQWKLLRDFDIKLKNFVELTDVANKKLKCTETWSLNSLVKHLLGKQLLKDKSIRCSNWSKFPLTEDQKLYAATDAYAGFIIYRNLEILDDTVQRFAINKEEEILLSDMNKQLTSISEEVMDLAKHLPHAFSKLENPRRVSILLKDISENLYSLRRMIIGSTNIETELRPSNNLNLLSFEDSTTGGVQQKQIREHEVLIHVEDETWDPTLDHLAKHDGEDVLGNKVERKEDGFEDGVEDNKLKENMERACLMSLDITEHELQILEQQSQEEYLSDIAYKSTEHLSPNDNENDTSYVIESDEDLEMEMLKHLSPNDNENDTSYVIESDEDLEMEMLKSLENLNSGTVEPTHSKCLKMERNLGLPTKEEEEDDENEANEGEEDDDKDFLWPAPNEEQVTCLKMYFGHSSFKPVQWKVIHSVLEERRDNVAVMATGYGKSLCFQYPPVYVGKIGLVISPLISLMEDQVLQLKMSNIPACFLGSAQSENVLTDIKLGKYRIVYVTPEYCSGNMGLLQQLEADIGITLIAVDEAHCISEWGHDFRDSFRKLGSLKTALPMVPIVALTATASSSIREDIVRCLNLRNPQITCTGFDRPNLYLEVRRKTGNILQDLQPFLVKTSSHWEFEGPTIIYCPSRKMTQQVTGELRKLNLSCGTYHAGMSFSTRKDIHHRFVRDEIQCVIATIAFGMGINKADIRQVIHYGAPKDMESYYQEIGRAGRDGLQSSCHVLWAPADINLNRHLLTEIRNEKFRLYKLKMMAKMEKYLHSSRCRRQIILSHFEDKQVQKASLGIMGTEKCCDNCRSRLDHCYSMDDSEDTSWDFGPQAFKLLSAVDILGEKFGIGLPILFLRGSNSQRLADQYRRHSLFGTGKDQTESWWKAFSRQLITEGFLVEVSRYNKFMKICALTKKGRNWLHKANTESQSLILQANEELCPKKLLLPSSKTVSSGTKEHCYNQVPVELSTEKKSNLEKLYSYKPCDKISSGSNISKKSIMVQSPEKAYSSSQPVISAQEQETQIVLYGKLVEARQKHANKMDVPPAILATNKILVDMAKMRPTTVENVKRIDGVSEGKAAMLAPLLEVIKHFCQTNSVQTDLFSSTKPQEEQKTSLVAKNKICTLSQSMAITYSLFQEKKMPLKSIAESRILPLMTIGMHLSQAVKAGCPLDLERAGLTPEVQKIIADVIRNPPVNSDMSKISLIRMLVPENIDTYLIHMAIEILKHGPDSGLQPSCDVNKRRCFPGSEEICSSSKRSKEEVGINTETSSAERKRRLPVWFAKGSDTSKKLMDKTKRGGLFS
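Enzyme (20 nM final) and test compound sit together 15 min at room temperature before substrate addition. Substrate is a single-forked duplex oligonucleotide (100 nM) labelled with fluorophore and quencher, with 2 mM ATP; helicase unwinding raises red fluorescence, read kinetically.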
MCF10A rereplic = DNA re-replication induction in MCF 10a cells | AID 624296 | Potency, µM (titrated, usually from 46.1 µM), inactives show at the highest dose activity, positive = re-replication, hits mostly activators | MCF 10A DNA re-replication, Hoechst nuclear intensity, 48 h | 350,000 compounds, 2.9% hits; further: potency means the concentration at half of the fitted maximal effect; % of control where 0% means no effect; nearly all actives have a fitted effect of over 50% in size
KB-V1 cytotox = KB-V1 MDR subline cytotoxicity; Potency, µM (doses to about 46.1 µM), for inactives: top-dose activity change, negative = cytotoxicity, most hits filed as cytotoxic; 400,000 compounds, 3.4% hits; KB-V1 MDR cells viability, CellTiter-Glo, 72 h; further: potency means the concentration at half of the fitted maximal effect; on the % scale 0 is the no-effect control and ±100 the full control effect; nearly all actives have a fitted effect of over 60% in size
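Luminescent ATP read-out (CellTiter-Glo, 10 min) measures survival of drug-selected KB-V1 MDR cells after 72 h, 37 degrees C compound exposure. Medium: phenol-red-free DMEM, 10% FBS. Values from fitted concentration-response curves.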
* marks the source's active call; other numbers are inactive results; u = inconclusive; x = not tested or not shown; & = joins results of further samples; [ ] = another dose, or the depositor's remark. Unless noted, the call rests on the fitted dose curve; in most records, active means well fitted curve in the direction sought with a large enough effect; inconclusive means small, poorly fitted or top-dose-only effect, or another doubt; inactive means no such curve, though single readings can be large; an effect the other way counts as inactive or inconclusive.

nr	Compound	KB-3-1 tox	HT1080NT lethal	HT1080 IDH1KD tx	IL-1B inflam inh	ATXN2 expr inh
1	CCC1SC2=NC(C)=C(C(=O)OC)C(c3ccc(C(=O)OC)cc3)N2C1=O (stereo not drawn)	2%	4%	7%	7	-10%
2	O=C(COC(=O)COc1cccc(F)c1)NCCC1=CCCCC1	0%	3%	10%	14	3%
3	FC(F)(F)c1cc(-c2ccccc2)nc(NCc2cccs2)n1	6%	-10%	-3%	0	-13%
4	CC(=O)c1cccc(Nc2cc(C)nc3ccccc23)c1	-21%	-5%	-10%	50	-19%
5	CCN(CC)CCCN(C(C)=O)c1nc(-c2cc(OC)ccc2OC)cs1	u	-22%	u	u	-24%
6	Cc1c(N=C/C=C2/N(C)c3ccccc3C2(C)C)c(=O)n(-c2ccccc2)n1C	0%	-7%&-19%	21%&-2%	-7&0	-7%&3%
7	Fc1ccc(CN2CCN(c3ncnc4scc(-c5ccc(F)cc5)c34)CC2)cc1	-2%	u	u	0	-38%
8	CCn1c(SCC(=O)NNC(=S)Nc2ccccc2)nnc1-c1ccc(Cl)cc1	0%	16%	17%	57	8%

nr	SW480 rereplic	WRN inhibitor	MCF10A rereplic	KB-V1 cytotox
1	-6%	0%	3%	1%
2	1%	-3%	1%	0%
3	-6%	-7%	u	-28%
4	-4%	-7%	7%	-21%
5	8%	2%	1%	0%
6	-3%&26%	-6%&-20%	-2%&4%	2%
7	2%	-4%[57.1 µM]	u	-19%
8	x	3%	1%	2%

Following part:
nr	Compound	KB-3-1 tox	HT1080NT lethal	HT1080 IDH1KD tx	IL-1B inflam inh	ATXN2 expr inh
9	Cc1ccc(CN2CC(C(=O)NNC(=O)Cn3ccc(C(F)(F)F)n3)CC2=O)cc1 (stereo not drawn)	8%	0%	7%	20	-3%
10	CCc1ccccc1NC(=O)CSc1nc2ccccc2nc1N1CCOCC1	-1%	0%	0%	-18	16%
11	CCOc1ccccc1OCCCNCc1ccccc1	2%	u	-18%	-30	-12%
12	Nc1ccccc1C(=O)N1O[C@@H]2C=C[C@H]1C2	0%	5%	8%	-1	13%
13	O=C(CC1C(=O)NCCN1C(=O)Nc1ccc(F)cc1)Nc1cc(Cl)ccc1Cl (stereo not drawn)	4%	-21%	4%	0	x
14	O=C(Cc1ccccc1)NNC(=O)Cc1ccccc1	-4%	12%	26%	-1	-19%
15	COc1ccc(-c2ccc(=O)n(CC(=O)Nc3cccc(O)c3)n2)cc1OC	10%	-1%	-7%	-8	3%
16	Cn1c(SCC(=O)NC2CCCC2)nnc1-c1ccco1	13%	0%	10%	-3	-2%

nr	SW480 rereplic	WRN inhibitor	MCF10A rereplic	KB-V1 cytotox
9	-4%	0%	-6%	-1%
10	18%	-8%	7%	0%
11	u	-25%	5%	5%
12	7%	-4%	-69%[inhibitor]	0%
13	-11%	-4%	-7%	5%
14	1%	1%[57.1 µM]	-1%	8%
15	-5%	-2%	18%	-3%
16	-6%	-34%	2%	5%

Further results.
nr	Compound	KB-3-1 tox	HT1080NT lethal	HT1080 IDH1KD tx	IL-1B inflam inh	ATXN2 expr inh
17	Cc1ccc(Nc2ccc3nonc3c2[N+](=O)[O-])cc1	20%	15%	20%	0	-5%
18	C[C@@H](NC(=O)c1[nH]cnc1C(=O)Nc1ccccc1)c1ccccc1	u	-19%	-25%	-18	u
19	CCC(=O)[C@@]1(C)[C@H](C)C[C@H]2[C@@H]3CCC4=CC(=O)C=C[C@]4(C)[C@H]3[C@@H](O)C[C@@]21C	0%	u	u	u	6%
20	Cc1noc(C)c1S(=O)(=O)NC(=O)C1(C)CCN1C(=O)Cc1ccc(-c2ccccc2)cc1 (stereo not drawn)	0%	2%	30%	57	4%
21	CN(C)/N=C/C=C1\CCC/C(=C\c2ccc(F)c(F)c2)C1=O	u	-23%	0%	-106*	-9%
22	OCCN=Cc1c(O)[nH]c2ccccc12	19%	6%	-1%	26	3%
23	COc1cccc(CN2CCN(Cc3ccc(O)cc3)CC2CCO)c1 (stereo not drawn)	-2%	1%	-2%	-11	x
24	O=C(NC(=S)Nc1ccc(N2CCOCC2)cc1)c1cccc(Cl)c1	1%	-12%	-10%	-20	6%

nr	SW480 rereplic	WRN inhibitor	MCF10A rereplic	KB-V1 cytotox
17	-9%	2%	-3%	-6%
18	-31%[inhibitor][9.22 µM]	-9%	u	u
19	1%	2%	u	u
20	x	13%	x	u
21	u	-13%	14µM*	u
22	-3%[9.22 µM]	4%	-2%	-2%
23	-4%	6%	3%	1%
24	-7%	u	u	-21%

Later entries
nr	Compound	KB-3-1 tox	HT1080NT lethal	HT1080 IDH1KD tx	IL-1B inflam inh	ATXN2 expr inh
25	COc1ccc(-c2cc3ccccc3cn2)cc1	-1%	4%	8%	46	107%[activator]
26	CCNc1nc(N)nc(-c2cc(Cl)ccc2O)n1	u	16µM*	23µM*	-85*	81%[activator]
27	CCOC(=O)C1=C(O)/C(=C\c2ccc(CNC(=O)C(=O)Nc3ccccc3)o2)N=C1C	9%	-2%	-2%	14	-11%
28	CC(C)=CCC/C(C)=C/CNC(=O)C[C@H]1C[C@H](C(=O)N2CCCCC2)[C@@]2(CCc3ccccc3)c3[nH]c4cc(-c5ccco5)ccc4c3CCN2C1=O	16%	10%	3%	-10	2%
29	Cc1ccccc1OC(C)C(=O)NC1CCCC1 (stereo not drawn)	13%	8%	7%	-2	4%
30	COCc1[nH]nc2c1C1(CCSCC1)C(C#N)=C(N)O2	11%	3%	3%	2	6%
31	C=C[C@]1(C)C=C2C(=O)C[C@H]3C(C)(C)CCC[C@]3(C(=O)O)[C@@]2(O)CC1	0%	17%	0%	12	9%
32	COc1ccc2c(c1)CCc1c(C(=O)NCc3cccnc3)noc1-2	u	13%	-1%	26	21%

nr	SW480 rereplic	WRN inhibitor	MCF10A rereplic	KB-V1 cytotox
25	-3%	0%	6%	-5%
26	-473%[inhibitor]	-3%	u	u
27	15%	u	-2%	19%
28	-1%	-5%	2%	0%
29	1%	2%	1%	8%
30	7%	-3%	7%	10%
31	x	-11%	x	u
32	-4%	0%	3%	8.2µM*

Continued; it opens with the two that closed the last part.
nr	Compound	KB-3-1 tox	HT1080NT lethal	HT1080 IDH1KD tx	IL-1B inflam inh	ATXN2 expr inh
31	C=C[C@]1(C)C=C2C(=O)C[C@H]3C(C)(C)CCC[C@]3(C(=O)O)[C@@]2(O)CC1	0%	17%	0%	12	9%
32	COc1ccc2c(c1)CCc1c(C(=O)NCc3cccnc3)noc1-2	u	13%	-1%	26	21%
33	Cc1ccc(S(=O)(=O)N2CCC(C(=O)NCCCn3ccnc3)CC2)cc1	0%	14%	12%	21	0%
34	O=C1CCCc2ccccc2N1Cc1ccc(F)cc1	-25%	-10%	1%	4	-18%
35	Cc1c(C)c2cc(Cl)c(O)c(CN3CCN(C)CC3)c2oc1=O	-1%	u	13%	-19	35%[activator]
36	CC1CC(C)CN(C(=O)COC(=O)CCc2nc3ccccc3c(=O)[nH]2)C1 (stereo not drawn)	-6%	3%	-3%	33	7%
37	Cc1nc(-c2cccc(C(F)(F)F)c2)sc1C(=O)O	2%	3%	0%	23	-6%[11.3 µM]
38	C=CCc1cc(Cl)ccc1OCCNCCN1CCOCC1	10%	-25%	-12%	u	-1%
39	CCc1ccc(OCC(=O)O/N=C(\N)Cc2ccc([N+](=O)[O-])cc2)cc1	0%	-7%	1%	-10	x
40	CCOc1ccc(S(=O)(=O)N2CCC(C(=O)Nc3cc(S(C)(=O)=O)ccc3Cl)CC2)cc1	2%	-4%	-1%	-19	x
41	COc1ccc(CCNC(=O)Cn2c(=O)n(-c3ccc(F)cc3)c(=O)c3sccc32)cc1OC	15%	7%	0%	14	-27%

nr	SW480 rereplic	WRN inhibitor	MCF10A rereplic	KB-V1 cytotox
31	x	-11%	x	u
32	-4%	0%	3%	8.2µM*
33	-7%	4%	u	2%
34	-26%	4%	-1%	21%
35	1%	-7%	-1%	-2%
36	-117%[inhibitor]	-3%	0%	-9%
37	-2%	-26%[57.1 µM]	-2%	1%
38	-1%	-13%	12%	-30%
39	11%	-4%	u	1%
40	u	12%	20%	0%
41	4%	-1%	18%	11%

Molecules listed so far with a Cl atom, in the order listed:
nr	Compound	KB-3-1 tox	HT1080NT lethal	HT1080 IDH1KD tx	IL-1B inflam inh	ATXN2 expr inh
8	CCn1c(SCC(=O)NNC(=S)Nc2ccccc2)nnc1-c1ccc(Cl)cc1	0%	16%	17%	57	8%
13	O=C(CC1C(=O)NCCN1C(=O)Nc1ccc(F)cc1)Nc1cc(Cl)ccc1Cl (stereo not drawn)	4%	-21%	4%	0	x
24	O=C(NC(=S)Nc1ccc(N2CCOCC2)cc1)c1cccc(Cl)c1	1%	-12%	-10%	-20	6%
26	CCNc1nc(N)nc(-c2cc(Cl)ccc2O)n1	u	16µM*	23µM*	-85*	81%[activator]
35	Cc1c(C)c2cc(Cl)c(O)c(CN3CCN(C)CC3)c2oc1=O	-1%	u	13%	-19	35%[activator]
38	C=CCc1cc(Cl)ccc1OCCNCCN1CCOCC1	10%	-25%	-12%	u	-1%
40	CCOc1ccc(S(=O)(=O)N2CCC(C(=O)Nc3cc(S(C)(=O)=O)ccc3Cl)CC2)cc1	2%	-4%	-1%	-19	x

nr	SW480 rereplic	WRN inhibitor	MCF10A rereplic	KB-V1 cytotox
8	x	3%	1%	2%
13	-11%	-4%	-7%	5%
24	-7%	u	u	-21%
26	-473%[inhibitor]	-3%	u	u
35	1%	-7%	-1%	-2%
38	-1%	-13%	12%	-30%
40	u	12%	20%	0%

Assay outcomes deposited in PubChem by National Center for Advancing Translational Sciences (NCATS).
